Compound activity: PubChem BioAssay, several laboratories
RPL19A-GFP yeast: modulators of TOR pathway RPL19A-GFP in S. cerevisiae; 330,000 compounds, 0.3% hits; percent response vs DMSO, % at 10 µM; S. cerevisiae RPL19A-GFP strain, flow cytometry, 3 h; active compounds read low; AID 2025;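 active means percent response vs DMSO below 50%; inconclusive means fewer than 70 events counted for the yeast strain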;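 further: median channel GFP fluorescence of the barcoded RPL19A-GFP strain; ratio of sample median GFP to plate DMSO average so 100% = DMSO; lower means less RPL19A-GFP as with rapamycin TOR inhibition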
AHR act: activators of human aryl hydrocarbon receptor | P35869 | AHR-responsive luciferase reporter cells, luminescence | activation, % at 5 µM | 320,000 compounds, 2.5% hits; in the data active means activation above about 47%;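 further: 0% = vehicle wells and 100% = reference agonist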
Target sequence (P35869 whole entry, looked up): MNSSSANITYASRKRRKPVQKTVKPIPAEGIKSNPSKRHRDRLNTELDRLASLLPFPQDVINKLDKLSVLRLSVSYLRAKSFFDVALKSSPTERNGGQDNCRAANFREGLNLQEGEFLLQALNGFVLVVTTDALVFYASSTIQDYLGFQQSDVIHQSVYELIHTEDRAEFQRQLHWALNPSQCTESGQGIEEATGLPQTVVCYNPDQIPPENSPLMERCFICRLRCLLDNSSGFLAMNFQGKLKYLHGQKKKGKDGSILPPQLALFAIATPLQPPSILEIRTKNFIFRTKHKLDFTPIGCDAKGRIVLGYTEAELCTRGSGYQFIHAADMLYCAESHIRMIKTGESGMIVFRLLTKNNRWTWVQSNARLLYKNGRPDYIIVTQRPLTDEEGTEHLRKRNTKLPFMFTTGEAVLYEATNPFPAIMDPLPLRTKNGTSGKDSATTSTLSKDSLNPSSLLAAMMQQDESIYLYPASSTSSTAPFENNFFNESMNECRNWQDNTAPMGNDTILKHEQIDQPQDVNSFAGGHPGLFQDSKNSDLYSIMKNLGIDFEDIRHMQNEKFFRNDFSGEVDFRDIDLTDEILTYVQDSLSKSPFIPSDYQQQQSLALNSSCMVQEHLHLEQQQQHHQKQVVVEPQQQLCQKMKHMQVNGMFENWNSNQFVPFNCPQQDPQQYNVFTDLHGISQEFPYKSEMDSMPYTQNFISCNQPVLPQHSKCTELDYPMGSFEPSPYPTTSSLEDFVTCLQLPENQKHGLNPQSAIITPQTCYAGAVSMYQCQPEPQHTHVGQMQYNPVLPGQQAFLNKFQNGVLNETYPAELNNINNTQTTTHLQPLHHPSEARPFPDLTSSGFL
CR mimetic SO: caloric restriction mimetics inhibiting age-related superoxide in yeast. S. cerevisiae aged cells, superoxide DHE fluorescence; active compounds read low. superoxide response (% of plate mean), % at 10 µM. 330,000 compounds, 0.18% hits;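 active means superoxide response under a set limit, about three screen SD below normal, cut at about 65% in these data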;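 further: yeast aged for seven days with compound at 30 °C before DHE staining; 100% = average MFI of all compound-treated wells on the plate with controls excluded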
LAP4-GFP MLPCN: alters LAP4-GFP fluorescence in TOR pathway yeast screen; S. cerevisiae LAP4-GFP multiplex, flow cytometry GFP, 3 h; median GFP as percent of DMSO wells; GFP response vs DMSO, % at 10 µM; 320,000 compounds, 0.34% hits;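 active means GFP response vs DMSO above a set limit, about the screen mean plus 3 SD, cut at about 150% in these data; inconclusive means under 70 cell events counted for the yeast strain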
CIT2-GFP yeast: yeast TOR pathway CIT2-GFP modulation; S. cerevisiae CIT2-GFP strain, flow cytometry, 3 h; 100 means same as DMSO wells; GFP response vs DMSO, % at 10 µM; 320,000 compounds, 0.065% hits; AID 2029;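 active means GFP response relative to DMSO above a set limit, near the screen mean plus 3 SD, cut at about 150% in these data; inconclusive means Fewer than 70 cells measured for a yeast strain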;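 further: ratio of well median GFP fluorescence to mean of DMSO wells on the plate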
Efflux pump inh: antifungal efflux pump inhibition, Nile Red retention | 330,000 compounds, 0.44% hits | S. cerevisiae Candida pump triplex | AID 485275 | inhibition, % at 10 µM;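 active means plate passing quality check with inhibition over a set limit, or well fluorescence over plate mean plus 4 SD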;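 further: Nile Red retained in pooled yeast measured as flow cytometry median fluorescence; 0% = buffer negative control and 100% = Enniatin B positive control; higher means more Nile Red kept so more efflux inhibition; some compounds called inactive have numbers as strong as hits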
MEP2 TOR yeast: modulators of TOR pathway MEP2-GFP in S. cerevisiae; S. cerevisiae MEP2-GFP strain, flow cytometry GFP, 3 h; 100% = DMSO control level; GFP response vs DMSO, % at 10 µM; 330,000 compounds, 0.51% hits;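 active means GFP response versus DMSO above a set limit, roughly screen mean plus 3 SD, cut at about 180% in these data; inconclusive means fewer than 70 cells counted for a yeast strain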;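 further: median GFP fluorescence of the barcode-gated MEP2-GFP cells per well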
AGP1 TOR yeast: modulators of TOR pathway AGP1-GFP in S. cerevisiae. 320,000 compounds, 0.02% hits. S. cerevisiae AGP1-GFP multiplex flow cytometry, 3 h; GFP as percent of DMSO wells. GFP response vs DMSO, % at 10 µM;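 active means GFP response relative to DMSO above a set limit, near screen average plus 3 SD, cut at about 150% in these data; inconclusive means fewer than 70 cells counted for the yeast strain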;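 further: median GFP channel fluorescence of the gated AGP1 strain per well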
An asterisk follows results filed as active; ? = inconclusive; [ ] = remark or other dose. Not all compounds are listed (hit frequency here may not be typical).

Start of the data: the first 11 records as a preview:
mol	Efflux pump inh	RPL19A-GFP yeast	CIT2-GFP yeast	CR mimetic SO	AGP1 TOR yeast	MEP2 TOR yeast	AHR act	LAP4-GFP MLPCN
COc1ccc(C(=O)N/N=C/C23CC[C@@H](O)CC2(O)CC[C@@H]2[C@@H]3CCC3(C)C(C4=CC(=O)OC4)CCC23O)cc1 (stereo partly drawn)	0.0	108	97	96	102	107	6	92
CCOC(=O)C1CCN(/C=C2/C(=O)NC(=O)N(Cc3ccco3)C2=O)CC1	0.1	100	100	117	100	98	0	95
Cc1cc(N2CCOCC2)nc2ccc(NC(=O)CCC(=O)N3CCC4(CC3)OCCO4)cc12	0.1	101	110	119	96	101	2	84
CCOc1ccccc1-n1c(O)c(C=NCc2ccc3c(c2)OCO3)c(=O)[nH]c1=O	-0.1	100	100	95	101	98	14	101
CCCCOC(=O)c1ccccc1C(=O)OCCCC	0.1	90	81	87	90	97	-1	88
O=C1c2ccccc2C2(c3ccc(Cl)cc3)NCCN12 (stereo not drawn)	0.0	96	93	94	95	96	-2	97
CN(C)CCN=Cc1c(O)n(Cc2ccc3c(c2)OCO3)c(=S)[nH]c1=O	-0.1	102	98	84	100	95	0	109
O=C(Cc1ccc(Cl)c(Cl)c1)NCC1(N2CCOCC2)CCCCC1	0.0	88	91	105	86	82	3	72
OCCOCC#CCN1CCOCC1	0.0	92	95	102	94	96	0	93
Cn1c(O)c(/C=C/C=Nc2ccccc2)c(=O)n(C)c1=O	0.1	101	105	108	106	108	7	99
CCC(C(=O)N1CCC2(CC1)OCCO2)n1c2ccccc2c2nc(=O)cc(C)n21 (stereo not drawn)	-0.1	97	101	103	100	103	2	102

All compounds of this part, repeating the preview:
mol	Efflux pump inh	RPL19A-GFP yeast	CIT2-GFP yeast	CR mimetic SO	AGP1 TOR yeast	MEP2 TOR yeast	AHR act	LAP4-GFP MLPCN
COc1ccc(C(=O)N/N=C/C23CC[C@@H](O)CC2(O)CC[C@@H]2[C@@H]3CCC3(C)C(C4=CC(=O)OC4)CCC23O)cc1 (stereo partly drawn)	0.0	108	97	96	102	107	6	92
CCOC(=O)C1CCN(/C=C2/C(=O)NC(=O)N(Cc3ccco3)C2=O)CC1	0.1	100	100	117	100	98	0	95
Cc1cc(N2CCOCC2)nc2ccc(NC(=O)CCC(=O)N3CCC4(CC3)OCCO4)cc12	0.1	101	110	119	96	101	2	84
CCOc1ccccc1-n1c(O)c(C=NCc2ccc3c(c2)OCO3)c(=O)[nH]c1=O	-0.1	100	100	95	101	98	14	101
CCCCOC(=O)c1ccccc1C(=O)OCCCC	0.1	90	81	87	90	97	-1	88
O=C1c2ccccc2C2(c3ccc(Cl)cc3)NCCN12 (stereo not drawn)	0.0	96	93	94	95	96	-2	97
CN(C)CCN=Cc1c(O)n(Cc2ccc3c(c2)OCO3)c(=S)[nH]c1=O	-0.1	102	98	84	100	95	0	109
O=C(Cc1ccc(Cl)c(Cl)c1)NCC1(N2CCOCC2)CCCCC1	0.0	88	91	105	86	82	3	72
OCCOCC#CCN1CCOCC1	0.0	92	95	102	94	96	0	93
Cn1c(O)c(/C=C/C=Nc2ccccc2)c(=O)n(C)c1=O	0.1	101	105	108	106	108	7	99
CCC(C(=O)N1CCC2(CC1)OCCO2)n1c2ccccc2c2nc(=O)cc(C)n21 (stereo not drawn)	-0.1	97	101	103	100	103	2	102
Cc1ccc(N)c(C(=O)c2ccccc2)c1	-0.1	95	95	90	98	99	-1	112
Nc1ccc(C2(c3ccc(N)cc3)c3ccccc3-c3ccccc32)cc1	-0.8	109	106	96	106	102	4	94
CCOC(=O)c1ccccc1N	0.1	101	101	93	103	101	-1	94
COc1ccc(NC(=O)N2C[C@@H]3C[C@@H](C2)c2cccc(=O)n2C3)c(OC)c1	0.0	104	114	91	111	112	0	105
COCCNC(=O)c1ccc(N2CC3CC(C2)c2cccc(=O)n2C3)c([N+](=O)[O-])c1 (stereo not drawn)	0.1	103	105	114	104	105	3	105
Cn1c(=O)n(C)c2cc([N+](=O)[O-])c(N3CCNCC3)cc21	0.0	98	100	104	101	105	0	100
COC(=O)C1=C(c2cccc(C#N)c2)C[C@@H]2CC[C@H]1N2C(=O)N1CCC(O)CC1	-0.1	94	103	74	102	95	9	98
C=C(C)[C@H]1CN[C@H](C(=O)O)[C@H]1CC(=O)O	0.0	92	89	95	83	94	2	103
O=C(COC(=O)Cc1ccccc1)Nc1cc(S(=O)(=O)N2CCOCC2)ccc1N1CCCC1	-0.3	98	94	120	96	100	1	92

mol	Efflux pump inh	RPL19A-GFP yeast	CIT2-GFP yeast	CR mimetic SO	AGP1 TOR yeast	MEP2 TOR yeast	AHR act	LAP4-GFP MLPCN
C[C@]12CC[C@H](O)C[C@H]1CC[C@@H]1[C@@H]2C[C@@H](O)[C@]2(C)[C@@H](C3=CC(=O)OC3)CC[C@]12O	-0.2	102	84	127	88	100	-2	129
CCCN1C2CCCC1CC(NC(C)=O)C2 (stereo not drawn)	0.0	97	98	100	97	103	42	103
CC1(C(=O)O)CCCC2(C)c3cc(O)ccc3CCC12 (stereo not drawn)	0.2	89	87	93	98	100	-2	113
CC1(C)CN=C(Nc2ccc(F)c(Cl)c2)S1	0.1	96	102	104	104	92	-2	97
CC(=O)Nc1cc(C(=O)N2CCC3(CC2)OCCO3)ccc1Sc1ccc(C)cc1	0.0	101	109	88	108	94	0	102
COc1ccc(NC2(C#N)CCCCC2)cc1	-0.1	100	96	96	103	94	0	92
CC(Cc1ccccc1)NCc1ccccc1O (stereo not drawn)	-0.2	94	93	105	97	102	0	100
CCNCCNc1ccc([N+](=O)[O-])c2cccnc12	-0.1	107	105	121	105	116	3	111
O=C(COc1ccc(Br)cc1)N1CCN(Cc2ccc3c(c2)OCO3)CC1	0.1	109	97	84	92	102	4	70
O=C(/C=C/c1ccc(Br)cc1)NC(=S)N1C[C@H]2C[C@H](C1)c1cccc(=O)n1C2	-0.3	103	110	74	109	109	-1	102
N#CC(C#N)=Cc1ccc(N2CCCC2)cc1	0.0	47*	68	100	73	151	-2	101
CC(C)[C@H]1C(=O)O[C@@H]2CCN3CC=C(COC(=O)[C@](C)(O)[C@]1(C)O)[C@H]23	0.1	103	85	100	86	97	-1	95
Cc1ccc(NC(=O)CN2C(=O)CN=C(c3ccccc3)c3cc(Cl)ccc32)cc1	-0.3	97	90	104	97	93	1	97
COC(=O)c1ccc(NC(=O)CSc2nc3ccc(N4C(=O)C5C6C=CC(C6)C5C4=O)cc3s2)cc1 (stereo not drawn)	0.0	111	103	95	107	100	7	105
COc1ccccc1-n1c(O)c(C=NC2CC2)c(=O)[nH]c1=O	0.2	98	98	113	99	90	2	97
COC(=O)C1=C(c2ccc(F)cc2OCc2ccccc2)C[C@@H]2CC[C@H]1N2C(=O)NCc1ccc(C(C)(C)C)cc1	-0.1	97	98	104	97	100	-1	105
O=C1NC(=O)C(CCc2ccncc2)(CCc2ccncc2)C(=O)N1CCc1ccccc1	0.1	94	91	100	96	93	3	93
O=c1[nH]c(=O)n(Cc2ccccc2)c(O)c1C=NCCCn1ccnc1	0.0	87	89	113	88	93	36	88
Cn1c(O)c(C=NCCCN2CCCC2=O)c(=O)n(C)c1=O	-0.1	93	97	84	97	107	-1	96
O=C(c1cccc2ccccc12)C1CCCN(Cc2ccon2)C1 (stereo not drawn)	0.1	97	92	92	102	93	3	109

mol	Efflux pump inh	RPL19A-GFP yeast	CIT2-GFP yeast	CR mimetic SO	AGP1 TOR yeast	MEP2 TOR yeast	AHR act	LAP4-GFP MLPCN
COc1ccc(C2C(C(=O)N3CCC4(CC3)OCCO4)c3cc(OC)c(OC)cc3C(=O)N2C)cc1 (stereo not drawn)	-0.1	106	102	102	111	108	2	102
COc1ccc(S(=O)(=O)NC(CC(=O)N2CCC3(CC2)OCCO3)C(C)C)cc1 (stereo not drawn)	0.0	98	101	102	99	99	1	106
Nc1nonc1OCCCCOc1nonc1N	0.1	103	98	98	106	97	0	96
Cc1ccc(-c2nc3ccccc3c(=O)n2-c2cccnc2)cc1	-0.1	97	91	112	92	96	10	101
CCCCC1(CCCC)C(=O)NC(=Nc2cccc(C)c2)NC1=O	0.2	100	95	103	98	97	3	99
CCOP(=O)(OCC)C(NC(=O)c1ccc(OC)cc1)C(Cl)(Cl)Cl (stereo not drawn)	0.1	98	96	96	104	91	8	108
O=S(=O)(NC1CCCCC1)OCC(Cl)(Cl)Cl	-0.2	98	84	92	86	89	-1	134
COC(=O)C1=C(c2ccc(OC(F)(F)F)cc2)C[C@@H]2CC[C@H]1N2C(=O)NCc1cc(C)oc1C(F)(F)F	0.9	102	103	103	101	101	-2	106
CN(Cc1ccccc1)C1CCCN(C(=O)COc2ccccc2Cl)C1 (stereo not drawn)	-0.2	93	104	94	101	95	-3	91
COc1ccc(C2c3c(nc(C)[nH]c3=O)Oc3c2c(=O)oc2ccccc32)cc1 (stereo not drawn)	0.0	91	89	105	98	94	-2	98
COc1cc(N)c(Cl)cc1C(=O)NC1CN2CCC1CC2 (stereo not drawn)	-0.1	97	94	102	99	94	-4	103
COC(=O)C1=C(c2c(C)noc2C)C[C@@H]2CC[C@H]1N2C(=O)N1CCCCC1	-0.1	94	101	118	99	101	-1	102
CN1CCc2cc(O)cc3c2[C@H]1Cc1ccc(O)c(O)c1-3	-0.3	96	104	114	90	92	6	104
CC(=O)O[C@H]1CC[C@@]2(C)C(=CC[C@@H]3[C@@H]2CC[C@]2(C)C(=O)CC[C@@H]32)C1	0.0	98	81	95	89	92	0	107
O=C(c1ccc(C(F)(F)F)cc1)C1CCCN(C2CCSCC2)C1 (stereo not drawn)	0.1	89	97	86	102	98	0	103
CCCCC(=O)N/N=C/c1c(O)n(CC)c(=S)[nH]c1=O	0.0	104	107	103	101	110	3	100
Cc1ccc(S(=O)(=O)N2CC2(C)CCl)cc1 (stereo not drawn)	0.0	95	97	109	98	92	0	105
CCOc1cc(/C=C2\C(=O)NC(=O)N(C)C2=O)cc([N+](=O)[O-])c1O	-0.1	102	114	101	99	112	-2	99
Cc1ccc(-n2c(O)c(/C=N/N3CCOCC3)c(=O)[nH]c2=S)cc1	0.3	95	94	121	108	108	-2	121
O=[N+]([O-])c1c2ccccc2cc2ccccc12	0.3	57[may fluoresce violet]	?	117	?	161[may fluoresce violet]	5	82[may fluoresce violet]

mol	Efflux pump inh	RPL19A-GFP yeast	CIT2-GFP yeast	CR mimetic SO	AGP1 TOR yeast	MEP2 TOR yeast	AHR act	LAP4-GFP MLPCN
Cc1ccc2c(c1)[C@@H]1CN(C)CC[C@@H]1N2C(=O)Nc1cccc(C(F)(F)F)c1	0.1	103	102	97	106	102	4	98
O=P(NS(=O)(=O)c1ccccc1)(Oc1ccccc1)Oc1ccccc1	0.0	117	87	103	82	95	1	77
C=C1CC[C@@]2(O)[C@H]3Cc4ccc(O)c5c4[C@@]2(CCN3CC2CC2)[C@H]1O5	0.0	100	87	95	87	95	3	103
COc1ccc(NC(=O)c2cn(CCC#N)nc2-c2cccc([N+](=O)[O-])c2)cc1	0.0	99	101	90	102	106	1	104
CSc1ccc(CN2CCN(C(=O)Cc3ccccc3)CC2)cc1	0.1	98	99	78	111	103	1	112
